# Assay outcomes (PubChem BioAssay)
# N370S GC mod = inhibits or activates N370S mutant glucocerebrosidase; P04062; N370S GC spleen homogenate, 4MU-glucoside fluorescence; Potency, µM (titrated, usually from 59.4 µM), without a hit: top-dose activity change, negative = inhibition, hits mostly inhibitors; actives 0.092% (n = 330,000); AID 2101; active = well fitted inhibition curve with a large enough effect; inconclusive = small, poorly fitted or top-dose-only effect, or effect the other way, or another doubt; inactive = no such curve, though single readings can be large or run the other way;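 note: 0% = full enzyme activity and -100% = no enzyme basal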
# The depositor's hits bear a star; ? = inconclusive; & = joins results of further samples; [ ] = remark or other dose. Potency is the fitted concentration of half-maximal effect.
# Start of the data: the first two entries, to show the layout:
canonical_smiles | N370S GC mod
CCC1=C2CC[C@H]3C(=O)N(CC)C(=O)[C@H]3[C@H]2[C@@]2(C)C(=NCCc3c[nH]c4ccccc34)OC(=O)N2C1=O | -2%
CCCCC/C=C\C/C=C\CCCCCCCC(=O)NC(C)C(=O)O (stereo not given) | 0%

# The listing, from the start:
canonical_smiles | N370S GC mod
CCC1=C2CC[C@H]3C(=O)N(CC)C(=O)[C@H]3[C@H]2[C@@]2(C)C(=NCCc3c[nH]c4ccccc34)OC(=O)N2C1=O | -2%
CCCCC/C=C\C/C=C\CCCCCCCC(=O)NC(C)C(=O)O (stereo not given) | 0%
CCCn1c(-c2ccc(F)cc2)nc2c(NCC(C)(C)CN(C)C)nc(C)nc21 | -2%
C=C1CCC(O)C/C1=C\C=C1/CCCC2(C)C1CCC2C(C)/C=C/C(C)C(C)C (stereo not given) | -6%
CCCCC/C=C\C/C=C\C/C=C\C/C=C\CCCCCC(=O)NC(C)C(=O)O (stereo not given) | -4%
C1CCCC1 | 7%
COC(=O)NC(/C(C(=O)OC)=C(\C)NCc1ccccc1)c1ccc(Cl)cc1 (stereo not given) | -14%[12.8 µM]
CC[C@@]12C=C(/C=C/c3ccccc3)[C@](CC)(C1)[C@H](c1ccccc1)CC2=O | 18%
CC(C)C[C@@H](CC(=O)N[C@H](CC(=O)N[C@@H]1CCNC[C@H]1C(=O)N[C@H](CC(=O)N[C@@H](CCC(=O)O)CC(=O)O)Cc1ccccc1)C(C)C)NC(=O)[C@@H]1CNCC[C@H]1N | 14%
CCN(CC)CCn1c(-c2ccccc2)nc2c(NCCO)nc(C)nc21 | -11%
c1ccc(-c2nc(-c3cccs3)c(NC3CCCCC3)o2)cc1 | 12%
CCCCC#CC1C=CC(Oc2ccc(OC)cc2)C(CO)O1 (stereo not given) | -12%[12.8 µM]
CCCCC1=CC2=C(OC(C)=O)C(=O)C(C)(OC(=O)CC)C(=O)C2=CO1 (stereo not given) | -6%
COC(=O)c1ccc(C(NC(=O)OCc2ccccc2)/C(C)=C/[C@@H](C)C(=O)N[C@@H](CO)Cc2ccccc2)cc1 (stereo not given in full) | -6%
CCCCC[C@H](O)/C=C/[C@H]1OC(=O)C[C@H](O)[C@@H]1C/C=C\CCCC(=O)O | -2%
COc1c2ccoc2nc2c(OC)c(O[C@@H]3O[C@H](C)[C@@H](O)[C@@H](O)[C@H]3O)ccc12 | 3%
Cc1c(CC(C)(C)C(=O)O)n(Cc2ccc(Cl)cc2)c2ccc(F)cc12 | -7%
COc1ccc2c(c1)C(=O)[C@H](OC(=O)Nc1ccc(C)c(Br)c1)[C@@H](c1ccc(OC)c(Br)c1)O2 | -3%
COC(=O)[C@H](Cc1ccccc1)NC(=O)[C@@H](C)CO | 14%[12.8 µM]
CCCCNc1nc(C)nc2c1nc(-c1ccccc1)n2CCCCN(CC)CC | -8%
CCOC(=O)CCCCC1=CC2=CC(=O)C(C)(O)C(=O)C2=CO1 (stereo not given) | -24%[12.8 µM]
CCCCCCCCCCCCC/C=C/[C@@H](O)[C@H](COP(=O)([O-])OCC[N+](C)(C)C)NC(=O)CCCCCCCCCCCCCCCCC | -11%
CC1(OC(=O)c2cccs2)C(=O)C=C2C=C(c3ccc(C#N)cc3)OC=C2C1=O (stereo not given) | -12%&-8%
COC(=O)c1ccc(C(NC(=O)OCc2ccccc2)/C(=C/[C@@H](C)C(=O)NCc2ccncc2)c2cccnc2)cc1 (stereo not given in full) | -11%
C[C@@]1(C(NC(=O)c2ccccc2)c2ccc(-c3ccccc3)cc2)C[C@H]1C1CCCCC1 (stereo not given in full) | 14%
COC(=O)c1ccc(C(NC(=O)OCc2ccccc2)/C(I)=C/[C@@H](C)C(=O)NCc2ccc(C)o2)cc1 (stereo not given in full) | -14%
CSCC[C@@H]1NC(=O)C/C=C\[C@@H](C)COC(=O)[C@@H](CCSC)NC(=O)C/C=C\[C@@H](C)COC1=O | 3%[12.8 µM]
COc1ccc(C(=O)[C@]2(C)C=C(c3ccc(OC)cc3)[C@H](C)C2)cc1 | 1%
COC(=O)C1(C)C=C2C(=C(c3ccccc3)C(=O)C2C)CN1 (stereo not given) | -8%
C=CCNC(=O)N1CCc2nc(COc3ccccc3)c3c(c2C1)CO[C@@H](C)C3 | -10%[12.8 µM]

# Three compounds picked at random from the list so far:
canonical_smiles | N370S GC mod
COC(=O)[C@H](Cc1ccccc1)NC(=O)[C@@H](C)CO | 14%[12.8 µM]
CC[C@@]12C=C(/C=C/c3ccccc3)[C@](CC)(C1)[C@H](c1ccccc1)CC2=O | 18%
CCOC(=O)CCCCC1=CC2=CC(=O)C(C)(O)C(=O)C2=CO1 (stereo not given) | -24%[12.8 µM]

# Later entries.
canonical_smiles | N370S GC mod
CCCCCCC#CC1C=CC(OC(=O)OCC)C(COC(=O)OCC)O1 (stereo not given) | -5%[12.8 µM]
COc1ccccc1-c1oc2ccccc2c(=O)c1OC | 13%
CCCCc1nc2c(c3c1C[C@H](C)OC3)CN(S(=O)(=O)c1ccc(C)cc1)CC2 | -3%[12.8 µM]
CCCn1c(-c2ccc(F)cc2)nc2c(NCCN3CCOCC3)nc(C)nc21 | 5%
C/C(CCC(=O)OC[C@@H]1O[C@H](C#Cc2ccccc2)C=C[C@@H]1Oc1ccc(C)cc1)=N/OC[C@@H](O)[C@H]1O[C@H]2OC(C)(C)O[C@H]2[C@@H]1O | 9%[12.8 µM]
CC(=O)c1cc(C)oc1C | 4%
CCCCCCCCCCCCCCCC(=O)NC(C)C(=O)O (stereo not given) | 4%
c1ccc(-c2nc(-c3cccc4ccccc34)c(Nc3ccc4ccccc4c3)o2)cc1 | -1%
CCC(O)OC(O)CC (stereo not given) | 4%&4%
C=CCOC(=O)N[C@H](c1ccco1)C(C(C)=O)C(C)=O | 8%
O=C(NC1CCCC1)O[C@@H]1C(=O)c2cc(Br)ccc2O[C@H]1c1ccc2c(c1)OCO2 | 4%
Fc1ccc(-c2nc3n(c2-c2ccncc2)CCS3)cc1 | -7%
CCC/C=C(\CCC)C(NS(=O)(=O)c1cccs1)c1ccc(C(=O)OC)cc1 (stereo not given) | 7%
C[C@H]1CC2[C@@H]3CCC4=CC(=O)C=C[C@]4(C)[C@@]3(Cl)[C@@H](O)C[C@]2(C)[C@@]1(O)C(=O)CO (stereo not given in full) | 2%
O=C(/C=C/c1c(C(=O)O)[nH]c2cc(Cl)cc(Cl)c12)Nc1ccccc1 | -12%
CC(=O)OCC1OC(c2ccc3c(c2)OCO3)C=CC1OC(C)=O (stereo not given) | 6%[12.8 µM]
CCC[C@@H]1C[C@@]1(CCC)[C@@H](NC(=O)Oc1ccccc1)c1ccc(C(=O)OC)cc1 | -2%
Cc1ccc(S(=O)(=O)N2CCc3nc(COc4ccccc4)c4c(c3C2)CO[C@@H](C)C4)cc1 | 13%[12.8 µM]
COC(=O)[C@@H]1C[C@@H]2CC[C@@H](O)C[C@@H]2N1CC1CCCCC1 | -17%
COC(=O)C/C=C1\c2ccc3c(c2[C@@H](OC)[C@@H]1C)OCO3 | -3%
CC1=NN(c2ccc([N+](=O)[O-])cc2)C(=O)C1[N+](=O)[O-] (stereo not given) | -2%
CCCC[C@@H]1C[C@H]1C(NC(=O)c1ccc(-c2ccccc2)cc1)c1ccc(-c2ccccc2)cc1 (stereo not given in full) | -5%
COc1ccc(S(=O)(=O)Nc2cc(OC)cc3cccnc23)cc1 | ?
COC(=O)[C@@]1(Cc2ccc(OC)cc2)[C@H]2c3cc(C(=O)N(C)C)n(CCc4ccccn4)c3C[C@H]2CN1C(=O)c1ccccc1 | ?
CCOC(=O)/C(C)=N/NC(C)=O | 2%
O=C(/C=C\c1ccc2c(c1)OCO2)c1ccc(F)cc1 | -4%[12.8 µM]
O=C(O)c1cccc(Cl)c1Cl | -2%
Cc1ccc(OC2C(O)COC2/C=C/C#Cc2ccc(C(C)(C)C)cc2)cc1 (stereo not given) | 2%&6%[12.8 µM]
C/C(Nc1ccc2oc(=O)ccc2c1)=C1/C(=O)CC2[C@@H]1C2(C)C (stereo not given in full) | 7%
C[C@H]1Cc2c(COc3ccccc3)nc3c(c2CO1)CN(C(=O)NCCc1c[nH]c2ccccc12)CC3 | -9%[12.8 µM]
COC(=O)C/C=C/[C@@H](C)[C@H](NC(=O)OCC(Cl)(Cl)Cl)c1ccccc1 | 12%
Cc1cc2ccc(=O)oc2cc1OC[C@@H](O)C(C)(C)O | ?
CCCn1c(-c2ccc(F)cc2)nc2c(N3CCN(CCn4ccnc4)CC3)nc(C)nc21 | -15%
CC#CCN1c2ccccc2[C@]23C[C@@H](C(=O)OC)N(S(=O)(=O)c4ccc5c(c4)OCCN5C)C2=NC(C(=O)OC)=C(C(=O)OC)[C@H]13 | 12%[12.8 µM]
COCOc1ccc(OC)cc1C(=O)/C=C/c1ccc(OC)c(Br)c1 | -13%&1%
CC(=O)OCC1OC(C#CC2=CCCCC2)C=CC1OC(C)=O (stereo not given) | -1%[12.8 µM]
CCOC(=O)CCN1C(=O)[C@H]2[C@H]3[C@H](O)[C@H](O)C/C(=N/NC(=O)OCC)[C@@H]3CC[C@@H]2C1=O | 0%[12.8 µM]
Cc1ccc(S(=O)(=O)N[C@H]2COC(=O)C/C=C\[C@@H](C)COC(=O)C/C=C\[C@@H]2C)cc1 | -14%&7%[12.8 µM]
C/C=C\C1=CCCC1Nc1ncnc2ccc(-c3c(C)noc3C)cc12 (stereo not given) | -6%
CC(C)CO/N=C1/C[C@@H](O)[C@@H](O)[C@@H]2[C@@H]3C(=O)N(C(C)(C)C)C(=O)[C@H]3CC[C@H]12 | 1%[12.8 µM]
CC(=O)OC1CC(C)OC(C)O1 (stereo not given) | 15%
C=C(C(=O)OCC)C(=O)c1ccccc1 | -7%
O=C(Cc1ccc(Cl)c(Cl)c1)OCCN1CCCC1 | 2%
COC(=O)[C@@]1(Cc2ccc(OC)cc2)[C@@H]2[C@@H](CC(=O)[C@H]2CC(=O)C(=O)N2CCCC2)CN1C(=O)c1ccccc1 | -12%
CCN1C(C)=C(C(=O)OC)C(c2ccccc2)N2C(=O)[C@@]3(C(=O)OC)O[C@@]12C1C(=O)N(c2ccccc2)C(=O)C13 (stereo not given in full) | -4%[12.8 µM]
O=C1C[C@H](c2ccccc2)[C@@H](c2ccc(Br)cc2)O1 | -2%[12.8 µM]
C=C/C1=C/Cc2ccccc2[C@H](C[N+](=O)[O-])C(C(=O)OC)(C(=O)OC)C1 | -15%
CC(C)[C@H](O)C1=CCCCC1=O | 6%
C[C@]12C[C@@](C)(C=C1/C=C/c1ccc(F)cc1)C(=O)C[C@H]2c1ccc(F)cc1 | 7%
CC(C)(C)N1C(=O)[C@H]2[C@H]3[C@H](O)[C@H](O)C/C(=N/OCc4ccccc4)[C@@H]3CC[C@@H]2C1=O | 9%[12.8 µM]
CCCn1c(C)nc2c(N3CCC(N(C)C)C3)nc(C)nc21 (stereo not given) | 3%
C=C(C)C(=O)/C=C/C=C/c1ccccc1 | 2%
CCCCCCC/C=C/C1=CC2(C)CC1(C)C(CCCCCCC)CC2=O (stereo not given) | 5%[12.8 µM]
Nc1ncnc2c1ncn2[C@@H]1O[C@H](C(=O)NC2CC2)[C@H](O)[C@H]1O | 4%
C=C(CC1([C@@H](NP(=O)(c2ccccc2)c2ccccc2)[C@H]2C[C@@H]2CCCC)CC1)c1cccc(OC)c1 | 3%
CC1CCC2C(=O)N3C(CCC(C)[C@@H]3c3cccc(N4CCOCC4)c3)C(=O)N2C1c1cccc(N2CCOCC2)c1 (stereo not given in full) | 2%[12.8 µM]
C=C1C2CC[C@]3(CCC4[C@@]5(C)CCC[C@@]4(CN(CCO)C5)[C@@H]3C2)[C@@H]1O (stereo not given in full) | -12%
CCOC(=O)OCC1C=C[C@H](c2cc(-c3ccccc3)ccc2O)C(c2ccc(C(C)=O)cc2)O1 (stereo not given in full) | 8%[12.8 µM]
COc1cccc([C@@H]2Oc3ccc(OC)cc3C[C@H]2OC(=O)Nc2ccc(OC(F)F)cc2)c1 | 4%
CC(C)N=C=NC(C)C | 2%

# Further structures follow:
canonical_smiles | N370S GC mod
CC1=C2[C@H](/C=C(\C)C(=O)O)CC[C@@H](C)[C@H]2CC1 | 2%
Nc1nc(-c2ccc(Cl)c(Cl)c2)c(-c2ccncc2)s1 | -1%
COC(=O)C(C(C)=O)C(NC(=O)OC(C)(C)C)c1ccccc1 (stereo not given) | 6%
CC=C(Cl)Cl | -8%
C=CC(=O)NC(C)C | 5%
COC(=O)[C@@]1(Cc2ccc(F)cc2)[C@H]2c3cc(C(=O)N(C)C)n(Cc4cc(F)c(F)c(F)c4)c3C[C@H]2CN1C(=O)c1ccccc1 | 13%
CCC1=C(OC(=O)N(CC)CC)N2C(=O)OC(=NCCOC)[C@]2(C)[C@H]2C1=CC[C@H]1C(=O)NC(=O)[C@H]12 | -10%
C=C[C@H]1CCC=C2C(=O)CCC[C@@H]21 | 7%
COC(C(C)/C=C/CC(=O)OCCCc1ccccc1)C1CCCCC1 (stereo not given) | 2%[12.8 µM]
CCOC(c1cc(OC)cc([N+](=O)[O-])c1OC)C(C)C(OC)[C@@H](C)/C=C/CC(=O)OC (stereo not given in full) | 7%[12.8 µM]
COC(=O)c1ccc(C(NC(=O)OCc2ccccc2)/C(=C/[C@@H](C)C(=O)N(C)C)c2cccnc2)cc1 (stereo not given in full) | -8%
Cc1nc(NCc2ccccc2)c2nc(-c3ccccc3)n(CCN3CCOCC3)c2n1 | ?
COC[C@@H](O)[C@@H](OC)[C@H](OC)[C@H](Cc1c(OC)cc(OC)cc1OC)OC | 6%
CCCCCCCCCCCCOCC1CO1 (stereo not given) | -13%
CC(/C=C/C=C(C)/C=C/C(=O)O)=C\C=C\C=C(C)\C=C\C=C(C)\C=C\C(=O)O | -7%
COC(=O)[C@@H]1O[C@@H](c2c(OC)c(OC)c(C)c(OC)c2OC)[C@H](C)[C@@H](O)[C@@H]1C | -2%[12.8 µM]

# These rows are one share of the data; count on the stated rates, not on these rows.
